# Assay outcomes: PubChem, Southern Research Specialized Biocontainment Screening Center
# H1N1 NS1A inhibition = H1N1 influenza NS1A inhibitors, functional cell based assay (AID 504329); NS1A functional cell-based assay, percent inhibition; higher % means a stronger effect; inhibition, % at 12.5 µM; hits with a dose series show IC50 in µM; 0.3% of 340,000 active; in the data active = a potency from the dose series; inconclusive = inhibition above about 27% without an active follow-up result; note: strong numbers were not always called active
# PhoP GFP inhibition = PhoP regulon inhibitors, Salmonella typhi PhoP promoter GFP reporter, confirmatory (AID 1850) | Salmonella Typhi PhoP-promoter GFP reporter, fluorescence, 4 h; higher % means a stronger effect | 0.33% of 310,000 active | inhibition, % at 50 µM, or IC50 in µM where a hit was titrated; in the data active = a potency from the dose series; inconclusive = inhibition mostly from about 25% at the one dose, without a potency; inactive = the rest, 99 in 100 with inhibition below about 19%;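 note: 0% = induced wells with vehicle and 100% = uninduced wells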
# tuberculosis growth = growth inhibition of non-replicating M. tuberculosis (AID 488890). 0.39% of 320,000 active. inhibition, % at 25 µM; hits with a dose series show IC50 in µM. Mycobacterium tuberculosis non-replicating, growth inhibition; higher % means a stronger effect; in the data active = a potency from the dose series; inconclusive = inhibition mostly from about 82% at the one dose, without a potency; inactive = the rest, 99 in 100 with inhibition below about 76%;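 note: plate controls were DMSO cells for no effect and high antibiotic wells for full effect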
# M. tuberculosis HTS = M. tuberculosis growth inhibition, HTS (AID 449762) | M. tuberculosis H37Rv growth inhibition, 7H9 media; higher % means a stronger effect | one-dose inhibition, % at 25 µM; IC50 in µM for titrated hits | 0.59% of 330,000 active; in the data active = a potency from the dose series; inconclusive = inhibition above about 70% without an active follow-up result;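 note: bacterial growth assessed after seven days of incubation; strong numbers were not always called active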
# inhibitors of VEEV = inhibitors of VEEV TC-83 cytopathic effect, confirmation, Vero cells (AID 588727); inhibition, % at 20 µM; hits with a dose series show IC50 in µM; Vero cells, VEEV TC-83 cytopathic effect inhibition; higher % means a stronger effect; 0.13% of 350,000 active; in the data active = a potency from the dose series; inconclusive = inhibition mostly from about 14% at the one dose, without a potency; inactive = the rest, 99 in 100 with inhibition below about 12%; note: strong numbers were not always called active
# inhibitors of VEEV 10K pilot screen = also measured in inhibitors of VEEV; calls as there; inhibition, %; measured here: 10K pilot screen inhibition
# An asterisk follows results filed as active; i = inactive; ? = inconclusive; / = not tested or not shown.
# A first look, 6 compounds:
SMILES,H1N1 NS1A inhibition,PhoP GFP inhibition,tuberculosis growth,M. tuberculosis HTS,inhibitors of VEEV,others
CCN1CCN(C(=O)CN(C)S(=O)(=O)c2ccc3ccccc3c2)CC1,-9%,10%,6%,2%,i,
CC1(C)Cc2ccccc2-c2nc(NCCO)n(-c3ccccc3)c(=O)c21,-14%,3%,0%,2%,0.8%,
CCCCn1c(Cc2ccccc2)n[nH]c1=S,-6%,-5%,2%,-10%,i,
COc1ccccc1NC(=O)COc1ccc(C(F)(F)F)cc1[N+](=O)[O-],3%,-2%,26%,-1%,0.6%,
c1ccc(COc2ncnc3c2ncn3CCCNCCN2CCOCC2)cc1,-15%,/,/,/,i,
O=C(CNC(=O)C1CCCCC1)OCC(=O)c1cccc(Cl)c1,-9%,/,8%,10%,i,

# This part in full, repeating the preview:
SMILES,H1N1 NS1A inhibition,PhoP GFP inhibition,tuberculosis growth,M. tuberculosis HTS,inhibitors of VEEV,others
CCN1CCN(C(=O)CN(C)S(=O)(=O)c2ccc3ccccc3c2)CC1,-9%,10%,6%,2%,i,
CC1(C)Cc2ccccc2-c2nc(NCCO)n(-c3ccccc3)c(=O)c21,-14%,3%,0%,2%,0.8%,
CCCCn1c(Cc2ccccc2)n[nH]c1=S,-6%,-5%,2%,-10%,i,
COc1ccccc1NC(=O)COc1ccc(C(F)(F)F)cc1[N+](=O)[O-],3%,-2%,26%,-1%,0.6%,
c1ccc(COc2ncnc3c2ncn3CCCNCCN2CCOCC2)cc1,-15%,/,/,/,i,
O=C(CNC(=O)C1CCCCC1)OCC(=O)c1cccc(Cl)c1,-9%,/,8%,10%,i,
CCC1CCCCN1Cc1nc2c(c(=O)n(C)c(=O)n2C)n1CC(C)C (stereo not given),3%,5%,-20%,-1%,0.6%,
O=C(Nc1ccc2[nH]c(=O)[nH]c2c1)Nc1ccc(F)cc1F,-22%,4%,2%,-3%,1.5%,
COc1cc(OC)c(OC)cc1CN1CCN(S(=O)(=O)c2ccc(NC(C)=O)cc2)CC1,7%,3%,0%,4%,1.9%,
CCOC(=O)C1CCN(C(=O)CN(c2ccc3c(c2)OCO3)S(C)(=O)=O)CC1,1%,4%,-9%,-8%,1.8%,
Cc1nc2ccccc2c(=O)n1NC(=O)c1cc(Br)ccc1Cl,3%,11%,-4%,-4%,4.2%,
COCCNC(=O)CC(=O)N/N=C/c1cccc(C(=O)OC)c1,5%,3%,83%,6%,0.6%,
CC(=O)c1ccc(NC(=O)Oc2ccccc2)cc1,3%,-4%,-8%,-11%,0.3%,
COc1ccc(C(CNC(=O)c2ccc(OCC3CCCO3)cc2)N2CCOCC2)cc1 (stereo not given),7%,-4%,72%,3%,0.6%,
CCOc1ccccc1NC(=O)N1CCC(C(=O)c2ccc(F)cc2)CC1,-5%,-4%,5%,0%,2.9%,
O=C(/C=C/c1ccccc1)Nc1cccnc1Cl,1%,-1%,9%,-8%,i,
CN(CCc1ccccn1)C(=O)CCC1CCCN(C(=O)c2cscn2)C1 (stereo not given),7%,-3%,-30%,2%,i,
O=C1CCCc2ccc3ccccc3c21,-9%,/,/,/,0.4%,
O=C(O)c1cccc(-n2cccc2C=C2C(=O)c3ccccc3C2=O)c1,12%,-14%,4%,4%,0.7%,
Cc1ccc(-n2c(C)cc(C(=O)CN3C(=O)C(=O)N(C4CCCC4)C3=O)c2C)cc1,-3%,14%,63%,-4%,i,
CC1(C)CC(=O)C=C(c2cccc3c2sc2ccccc23)C1,4%,/,-2%,-7%,i,inhibitors of VEEV 10K pilot screen=0.1
O=C(Nc1cccc2cccnc12)c1ccc(Cl)cc1Cl,-15%,3%,17%,4%,0.8%,
COc1ccc(OC)c(S(=O)(=O)NCc2nc3nc(C)cc(C)n3n2)c1,1%,1%,-6%,5%,0.8%,
Cc1ccc(NS(=O)(=O)c2cc(Br)cnc2N)cc1C,3%,-1%,-1%,-5%,5.3%,
Cn1nc(C(=O)OCC(=O)NC2CCS(=O)(=O)C2)c2ccccc2c1=O (stereo not given),-2%,-10%,17%,4%,2.7%,
O=C(/C=C/c1ccccc1Cl)Nc1ccc(S(=O)(=O)Nc2ncccn2)cc1,-3%,4%,29%,6%,1.2%,
CN(CC(=O)Nc1ccc(F)c(F)c1F)C(=O)c1ccc(=O)[nH]c1,-10%,-10%,-10%,-2%,2.1%,
COc1cccc(NC(=S)N(Cc2ccc(Cl)cc2)Cc2ccc(C(=O)O)cc2)c1,1%,-2%,-15%,6%,2.0%,
COC(=O)c1sc2ccc(C)cc2c1C(=O)OC,-1%,13%,/,1%,1.9%,
O=C1COc2ccc(-c3csc(=Nc4ccc(OC(F)F)cc4)n3CC3CCCO3)cc2N1 (stereo not given),13%,-12%,21%,11%,i,

# Next section, overlapping the part above by six compounds.
SMILES,H1N1 NS1A inhibition,PhoP GFP inhibition,tuberculosis growth,M. tuberculosis HTS,inhibitors of VEEV,others
Cn1nc(C(=O)OCC(=O)NC2CCS(=O)(=O)C2)c2ccccc2c1=O (stereo not given),-2%,-10%,17%,4%,2.7%,
O=C(/C=C/c1ccccc1Cl)Nc1ccc(S(=O)(=O)Nc2ncccn2)cc1,-3%,4%,29%,6%,1.2%,
CN(CC(=O)Nc1ccc(F)c(F)c1F)C(=O)c1ccc(=O)[nH]c1,-10%,-10%,-10%,-2%,2.1%,
COc1cccc(NC(=S)N(Cc2ccc(Cl)cc2)Cc2ccc(C(=O)O)cc2)c1,1%,-2%,-15%,6%,2.0%,
COC(=O)c1sc2ccc(C)cc2c1C(=O)OC,-1%,13%,/,1%,1.9%,
O=C1COc2ccc(-c3csc(=Nc4ccc(OC(F)F)cc4)n3CC3CCCO3)cc2N1 (stereo not given),13%,-12%,21%,11%,i,
Cc1[nH]c2ccccc2c1/C=N/NC(=O)CCC(=O)Nc1ccccc1,6%,1%,9%,-9%,10%,
O=[N+]([O-])c1ccc(C(O)CN2CCN(C/C=C/c3ccccc3)CC2)cc1 (stereo not given),-18%,-5%,24%,-10%,i,
Cc1ccc(NC(=O)c2c(C)nc3sc(C(=O)NC4CCCC4)c(N)c3c2-c2ccco2)c(C)c1,-7%,-9%,-8%,-2%,0.2%,
COc1ccc(N2CCN(CC(O)COc3ccc(C)c(C)c3)CC2)cc1 (stereo not given),21%,9%,30%,3%,i,
CCn1c(CNC(=O)c2ccc(OC)c(OC)c2)nnc1SCC(=O)Nc1ccccc1,-4%,-14%,-10%,3%,0.9%,
Cc1cc(N2CCOCC2)n2cc(-c3ccccc3)nc2n1,8%,2%,-1%,3%,0.1%,
Cc1ccc(C)c(NC(=O)Cn2cnc3c(oc4ccccc43)c2=O)c1,-1%,-1%,-18%,7%,i,
COc1ccc(N=C2NC(=O)CS2)c([N+](=O)[O-])c1,4%,-1%,7%,9%,1.2%,
Cc1cccc(CS(=O)(=O)Cc2ccc(C(=O)N3CCC4(CC3)OCCO4)o2)c1,-1%,-2%,-9%,7%,0.8%,
Cc1ccc(NS(=O)(=O)c2ccc3c(c2)CCN3C(=O)CCC(=O)O)cc1Cl,-8%,-4%,7%,6%,0.4%,
O=C(c1ccccc1NS(=O)(=O)c1ccc2c(c1)OCCO2)N1CCOCC1,-2%,-17%,-20%,-11%,0.3%,
COc1cccc(C(=O)CSc2nnc(CNc3nc(-c4ccccc4)cs3)n2C)c1,14%,-12%,25%,3%,7.9%,
Cc1ccc(C(=O)OC(C)C(=O)N(C)C2CCCCC2)cc1S(=O)(=O)N1CCCCC1 (stereo not given),-13%,/,15%,-2%,5.6%,
CCn1cc(S(=O)(=O)c2ccc(C)cc2)c(=O)c2cc(OC)ccc21,1%,-6%,2%,-2%,3.4%,
CC1(C)Cc2cccc(C(=O)NCc3ccco3)c2O1,/,1%,5%,8%,i,

# The closing two compounds of the section before lead into the next.
SMILES,H1N1 NS1A inhibition,PhoP GFP inhibition,tuberculosis growth,M. tuberculosis HTS,inhibitors of VEEV,others
CCn1cc(S(=O)(=O)c2ccc(C)cc2)c(=O)c2cc(OC)ccc21,1%,-6%,2%,-2%,3.4%,
CC1(C)Cc2cccc(C(=O)NCc3ccco3)c2O1,/,1%,5%,8%,i,
CCN(CC)c1ccc(NC(=O)c2c(OC)cccc2OC)c(C)c1,-1%,4%,39%,49%,0.9%,
CC(=O)Nc1cccc(NC(=O)CSc2ncc(C(=O)Nc3ccccc3)c(=O)n2C)c1,-10%,5%,66%,?,5.2%,
COc1ccc2c(c1)OC[C@H]1[C@@H]2N2C(=O)CNC(=O)[C@@]2(C)[C@H]1c1ccccc1,-43%,/,18%,-1%,9.0%,
O=Cc1ccc(C(=O)OCC(=O)N2CCCC2)cc1,4%,2%,-10%,-1%,2.6%,
CCOC(=O)C1(CCCc2ccccc2)CCN(C(=O)c2cncs2)CC1,2%,-9%,29%,2%,i,
CC(C)CNC(=S)N1CCC(c2nc(-c3ccc(F)cc3)no2)CC1,5%,-1%,?,7%,i,
O=S(=O)(c1ccc(Cl)cc1)N1CCC(n2cccc2)CC1,1%,-22%,4%,3%,1.5%,
Cc1ccc(N(C(=O)c2snc(C(N)=O)c2N)C(C(=O)NCC2CCCO2)c2ccc3ncccc3c2)cc1 (stereo not given),-1%,/,/,/,7.5%,
Cc1ccc(N(CC(O)CN2CCOCC2)S(=O)(=O)c2ccc([N+](=O)[O-])cc2)cc1 (stereo not given),6%,-7%,-1%,0%,i,
COc1ccc(Cl)cc1NC(=O)c1cc(-c2cc(C)ccc2O)n[nH]1,-6%,4%,-8%,4%,5.0%,
COc1ccc(CNC(=O)C[C@H]2C[C@H](C(=O)N(C(C)C)C(C)C)[C@@]3(C)c4[nH]c5cc(CCC(=O)N(C)C)ccc5c4CCN3C2=O)cc1OC,-6%,/,/,/,i,
CC(C)(C)CC(C)(C)NCC(=O)Nc1c2c(nc3ccccc13)CCC2,-6%,-24%,8%,-5%,3.7%,
O=C(O)Cn1nnc2ccccc21,-15%,2%,-9%,-15%,0.3%,
CCc1ccc(NC(=O)C(=O)NCC2CCCN2S(=O)(=O)c2ccccc2)cc1 (stereo not given),-2%,2%,31%,18%,6.2%,
Cn1c(SCC(=O)Nc2ccccc2)nc2c([nH]c3ccccc32)c1=O,4%,17%,-3%,-6%,3.0%,
Cc1ccc(CN2CCSc3ccc(C(=O)N4CCOCC4)cc32)cc1,6%,-7%,-3%,-13%,5.3%,
Cc1cccc(C(O)(C(=O)O)c2ccccc2)c1 (stereo not given),8%,/,/,/,0.6%,
Cc1cccc(C)c1NC(=S)NNc1ncc(C(F)(F)F)cc1Cl,4%,-8%,-19%,-8%,1.0%,
CN1CCN(C(=O)c2cnn(-c3ccccc3)c2NC(=O)c2ccccc2F)CC1,-5%,4%,-11%,-7%,0.5%,
O=[N+]([O-])c1ccc(S(=O)(=O)CC(CN2CCOCC2)N2CCOCC2)cc1 (stereo not given),-1%,-3%,41%,4%,i,
COc1ccccc1N1CCN(S(=O)(=O)c2cnc[nH]2)CC1,-2%,-8%,0%,2%,0.3%,
C[C@H](CO)N1C[C@H](C)[C@@H](CN(C)S(=O)(=O)c2cccs2)Oc2ccc(NC(=O)Nc3ccc4c(c3)OCO4)cc2C1=O,-2%,/,49%,?,0.4%,
Nc1nnc(SCC(=O)c2ccco2)s1,-3%,8%,-1%,-13%,0.8%,
